Screening data (PubChem BioAssay)
PAFAH1B2 FP inh – PAFAH1B2 enzyme inhibitors, primary screen, biochemical, fluorescence polarization, human; Platelet-activating factor acetylhydrolase IB subunit alpha2 (Homo sapiens), P68402; recombinant PAFAH1B2, FP-rhodamine activity probe; inhibition, % at 3.39 µM; 340,000 tested, 1.2% active;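 active = inhibition above the mean of all tested compounds plus 3 SD, cut at about 24% in these data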;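 note: 0% = enzyme with DMSO and 100% = wells lacking PAFAH1B2; many of its hits are not listed in these tables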
Target sequence (P68402 whole entry, looked up): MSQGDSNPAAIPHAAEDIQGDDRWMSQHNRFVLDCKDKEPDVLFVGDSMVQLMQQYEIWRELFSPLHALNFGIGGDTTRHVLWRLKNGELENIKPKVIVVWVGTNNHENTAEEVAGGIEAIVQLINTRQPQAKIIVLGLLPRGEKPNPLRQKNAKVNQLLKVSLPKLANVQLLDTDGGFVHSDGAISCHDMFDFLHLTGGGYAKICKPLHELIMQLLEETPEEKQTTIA
PAFAH1B3 inh – PAFAH1B3 enzyme inhibitors, primary screen, biochemical, fluorescence polarization, human; Platelet-activating factor acetylhydrolase IB subunit alpha1 (Homo sapiens), Q15102; recombinant PAFAH1B3, FP-rhodamine probe; inhibition, % at 3.39 µM; 340,000 tested, 0.28% active; AID 492972, 2010;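 active = inhibition above the screen-wide average of all tested compounds plus 3 SD, cut at about 25% in these data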;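 note: 0% = enzyme with DMSO only and 100% = wells lacking PAFAH1B3 protein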
Target sequence (Q15102 whole entry, looked up): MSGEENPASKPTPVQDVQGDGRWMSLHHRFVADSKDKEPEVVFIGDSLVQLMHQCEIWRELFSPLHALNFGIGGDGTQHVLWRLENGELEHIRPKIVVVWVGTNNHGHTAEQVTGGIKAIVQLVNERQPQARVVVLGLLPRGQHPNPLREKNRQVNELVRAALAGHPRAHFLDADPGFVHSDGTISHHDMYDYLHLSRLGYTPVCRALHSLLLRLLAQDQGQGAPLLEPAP
Active calls of the source: *. An excerpt. The share of hits here may be higher or lower than overall.

SMILES	PAFAH1B2 FP inh	PAFAH1B3 inh
CCC(C)(C)n1nnnc1C(c1cc2cc(C)cc(C)c2[nH]c1=O)N1CCN(Cc2ccc3c(c2)OCO3)CC1 (stereo not given)	-1	3
CC(C(=O)Nc1ccc2c(c1)OCCO2)N(C)CC(=O)Nc1ccccc1Br (stereo not given)	2	4
Nc1nc2ccc(Cl)cc2o1	13	1
COc1ccccc1CNC(=O)CN1C(=O)NC(c2ccccc2)(c2ccc(C)c(C)c2)C1=O (stereo not given)	4	2
COc1ccc(/C=N/N=C(\N)c2nonc2N)cc1	4	10
O=C(NCCc1ccccc1)c1c[nH]c2ccc(F)cc2c1=O	3	-3
CCOc1ccc(N2C(=O)CC(Cc3cc(C)cc(C)c3)C2=O)cc1 (stereo not given)	-1	5
COc1ccc(C=C2SC(=O)NC2=O)cc1OC	1	2
CCn1ncc(Br)c1C(=O)Nc1cc(C)on1	1	2
O=C1NC(=O)C2(N1)c1ccccc1-c1ccccc12	2	11
COc1ccc([C@@H]2[C@H]3CN(C(C)=O)CC=C3C(C#N)=C(N)C2(C#N)C#N)c2ccccc12	10	7
C=CC1=CCN(S(=O)C(C)(C)C)[C@@H]1CCO (stereo not given in full)	-1	6
N#Cc1ccccc1OCC(=O)Nc1cc(S(=O)(=O)N2CCCCC2)ccc1N1CCOCC1	-2	3
COc1ccc(-c2cc(C(=O)N/N=C/c3cccnc3)c3ccccc3n2)cc1	2	-6
CCCc1ccc(C(C)NC(=S)NC2CCCCC2)cc1 (stereo not given)	7	0
O=C(c1cn(-c2ccccc2)nc1-c1cccnc1)N1CCN(S(=O)(=O)c2ccc(Cl)cc2)CC1	29*	4
CCC(NC(=O)CNC(=O)c1ccc2c(c1)OCO2)c1ccc(Br)cc1 (stereo not given)	21	-2
COc1ccc(C(=O)OCC(=O)N2CCC(C)CC2)cc1S(=O)(=O)N1CCOCC1	2	7
CCc1cc(Br)ccc1NC(=S)NCCc1ccccc1	2	9
CN(C(=O)c1cccc(NC(=O)Cc2ccc(NC(=O)C3CCN(C(=O)C4CC4)CC3)cc2)c1)C1CCC1	1	8
O=C(NCCN1CCN(c2ccccc2F)CC1)c1ccc2nc3ccccc3c(=O)n2c1	8	10
NC(=O)CSc1nc2cccnc2n1-c1ccc(F)cc1	2	4
O=S(=O)(CS(=O)(=O)c1ccccc1)c1ccccc1	0	1
Cc1ccc(C(=O)NC2=NCCS2)cc1Cl	4	15
CCOc1ccc2[nH]c(=O)c(CN(Cc3ccco3)C(=O)c3ccc(Br)cc3)cc2c1	1	-1
CC(=O)NC1C(=O)N(CCN2CCOCC2)c2ccc(Cl)cc21 (stereo not given)	2	5
O=C(c1cccc(S(=O)(=O)N2CCc3ccccc32)c1)N1CCN(c2ccccc2)CC1	7	-3
CC(=O)c1ccc(OCC(=O)NCCC2=CCCCC2)cc1	0	-2
c1ccc(CC2CCN(c3ncnc4sccc34)CC2)cc1	-2	2
C/C(=N\NC(=O)COc1cccc(C)c1)c1ccc2ccccc2c1O	6	9
CS(=O)(=O)N1CCN(c2ccc(NC(=O)c3ccc([N+](=O)[O-])o3)cc2)CC1	9	6
CCc1ccc(C2CC(c3ccc(C)cc3)n3nc(N)nc3N2)cc1 (stereo not given)	9	9
CSC(=S)NN=C(C)c1cccc(C)n1	4	7
CCOc1ccccc1C=NNc1ccc([N+](=O)[O-])cn1	6	0
COc1ccc(NC(=O)c2ccc(OCC3CCCO3)cc2)cc1Cl (stereo not given)	7	-1
O=[N+]([O-])c1cccc(C([O-])=C(C(=S)Nc2cccc3ccccc23)[n+]2ccccc2)c1	4	-1
CCOP(=O)(C1=C(O)C(=O)C(C(C)(C)C)=CC1=O)c1ccccc1 (stereo not given)	4	14
CC(=O)N1CCN(c2c(F)c(F)c(C(F)(F)F)c(F)c2F)CC1	3	5
CCOC(=O)[C@H]1[C@H]2COc3ccc(C)cc3[C@@H]2N2C(=O)CN(C)C(=O)[C@@]12C	4	8
C[C@@H]1CC=C[C@H]2[C@H]1C(=O)N(Cc1ccccc1)[C@H]2c1ccc2ccccc2c1Br	-5	-1
C=CCSc1nc(-c2ccc(OC)cc2)c(C#N)c(=O)n1CC=C	0	2
O=C1C(c2ccccc2)C2C=CC(C2)N1O (stereo not given)	8	-1
COc1cc(Cl)c(C)cc1NC(=O)COc1ccc(C)nc1[N+](=O)[O-]	-2	9
Nc1nc2ccccc2[nH]1	7	4
COC(=O)C1CCCCN1C(=O)c1ccc2oc(Cc3ccccc3)nc2c1 (stereo not given)	3	3
O=C(Nc1sc2c(c1C(=O)O)CCCC2)c1cccc(Cl)c1	20	5
CCOCCCn1c(SCC(=O)Nc2cccc(OC)c2)nc2ccccc2c1=O	-3	8
CCc1ccccc1NC(=O)Nc1ccon1	6	2
CN(C)c1ncnc2[nH]ncc12	4	19
O=C(O)c1cccc(N/N=C/c2cccnc2)c1	7	-3
Additional structures
SMILES	PAFAH1B2 FP inh	PAFAH1B3 inh
CN(C)c1ccc(C=NN2CCCCCC2)cc1	3	11
COc1cc(C(C)=O)cc(OC)c1O	-5	12
COCCCNC(=O)c1c(N)n(/N=C/c2ccccn2)c2nc3ccccc3nc12	0	-1
COc1cccc(CN2CCC(Oc3ccc(C(=O)NCc4ccccn4)cc3)CC2)c1O	4	3
CC(C)N(Cc1ccccc1)C(=O)COC(=O)C1CCN(c2ccc(C(F)(F)F)cn2)CC1	1	7
Nc1ccc2nc(N)sc2c1	3	3
COCCn1nnnc1CN(CCCN1CCOCC1)Cc1cc2c(C)ccc(C)c2[nH]c1=O	1	5
Cc1cc(C)c(NC(=O)CCCCCNC2CCCCC2)c(C)c1	2	1
CC(C)N1CCSC1=S	4	-4
CC(=O)C1CCC2C3CC=C4N(C)C(=O)CCC4(C)C3CCC12C (stereo not given)	1	3
O=C(NC1CCCCCC1)c1ccc([N+](=O)[O-])s1	5	2
Cc1ncoc1C(=O)NC1CC(C)(C)Cc2c1cnn2-c1ccccc1 (stereo not given)	2	9
NC(=O)C(C1=CCCCC1)c1ccccc1 (stereo not given)	8	-1
O=C(NC(=S)N1CCCCC1CO)c1cc(Br)ccc1Cl (stereo not given)	2	0
CC(C)c1ccc(S(=O)(=O)N2CCN(CCC(=O)Nc3ccc(N(C)C)cc3)CC2)cc1	3	7
Oc1ccccc1Nc1nc(-c2ccccc2O)nc2ccccc12	-3	7
CCn1cc(CN2CCCC(CNS(=O)(=O)c3ccc(OC)cc3)C2)cn1 (stereo not given)	-1	4
O=C(N/N=C/c1ccc(O)c(O)c1)N/N=C/c1ccc(O)c(O)c1	7	17
CC(=O)c1cc(Cl)ccc1OCC(=O)NC1CCCC1	4	5
O=C(CSc1nc2ccccc2n1CCc1ccccc1)c1ccc(O)c(O)c1	28*	25
Cc1cc(C)cc(N(CCC#N)C(=O)COC(=O)c2ccccc2SCC(=O)N2CCCC2)c1	3	5
Cc1ccc(S(=O)(=O)N(C)c2ccc(OC(C)C(=O)N(C)c3ccccc3)cc2)cc1 (stereo not given)	8	8
C(=NN1CCCCCC1)c1cccc2ccccc12	4	5
CC[C@]12C(=O)N(C)C[C@H]([C@@H]3C(=O)N(C)C(=O)[C@@H]31)N2C(=O)c1ccc(F)cc1	7	3
c1ccc(Cc2nc3ccccc3s2)cc1	5	1
CCCc1nnc(NC(=O)C(=O)NCCN(CC)CC)s1	1	2
O=C(c1cc(COc2ccc(F)cc2Cl)on1)N1CC[C@@H]2CCCC[C@H]2C1	-3	4
CO[C@@]12[C@@H]3N[C@@H]3CN1C1=C(C(=O)C(N)=C(C)C1=O)[C@@H]2COC(N)=O	4	10
Cc1ccc2[nH]c(O)c(N=Nc3ccccc3[N+](=O)[O-])c2c1	0	0
Fc1ccc(-c2nnc(-c3ccc(F)cc3)o2)cc1	-3	0
CC(=O)Nc1ccc(NC(=O)C(C)OC(=O)C2CCN(S(=O)(=O)c3ccccc3C(F)(F)F)CC2)cc1 (stereo not given)	6	1
COc1cc(C2c3[nH]c4ccccc4c3CC3COC(=O)N32)cc(OC)c1O (stereo not given)	2	12
O=C(Nc1ccccc1C(=O)O)c1ncn[nH]1	4	1
O=C(/C=C/c1ccccc1O)c1ccccc1	5	13
Cc1cc2ncc(-c3cccs3)nc2cc1C	-1	4
CC(=O)c1ccc(NC(=O)CCc2c(C)nc3ncnn3c2C)cc1	3	-8
CCCN(CC(=O)Nc1ccccc1C)C(=O)C1CCN(S(=O)(=O)c2ccc3c(c2)OCCO3)CC1	0	1
O=C(Nc1ccccc1OC(=O)c1ccccc1)c1ccccc1	7	10
CC(OC(=O)CSCC(=O)Nc1ccc(Cl)cc1)C(=O)N(C)Cc1ccccc1 (stereo not given)	5	5
CC12CCC(C(NC(=S)NN)C1=O)C2(C)C (stereo not given)	10	12
CSc1ccccc1NC(=O)Nc1cccc2ccccc12	-2	4
O=c1/c(=C\c2cccnc2)sc2nc3ccccc3n12	2	4
CC(=O)NC1CC2CCCC(C1)N2C(=O)Nc1ccccc1C (stereo not given)	-1	1
COc1cccc2c3cccc(OC)c3c3[nH]cnc3c12	5	10
CCN(CC)c1ccc2nc3ccc(N)cc3[n+](-c3ccccc3)c2c1	22	4
CC1CCCCC12NC(=O)N(CC(=O)N1CCN(S(=O)(=O)c3cccs3)CC1)C2=O (stereo not given)	4	7
CC(C)=CCC/C(C)=C/C(N)=O	7	5
Cc1ccc(S(=O)(=O)N2CCCCC2)cc1NC(=O)c1ccncc1	2	-4
CN(C(=O)c1ccc(NC(=O)Cc2ccc(NC(=O)C3CCCN(S(=O)(=O)c4cccc([N+](=O)[O-])c4)C3)cc2)cc1)C1CCCC1 (stereo not given)	-4	-7
COc1ccc(S(=O)(=O)NCCOc2cccc3cccnc23)cc1OC	-2	-1
Additional entries follow:
SMILES	PAFAH1B2 FP inh	PAFAH1B3 inh
CCN(C(=O)COC(=O)C12CC3CC(CC(O)(C3)C1)C2)c1c(N)n(Cc2ccccc2)c(=O)[nH]c1=O	-1	2
CCn1c2ccccc2c2nnc(SCN3C(=O)c4ccccc4C3=O)nc21	-4	12
O=C(CNS(=O)(=O)c1ccccc1F)NNC(=O)c1ccc(Br)cc1	-6	3
O=C(C1=C(O)C(=O)N(CCN2CCOCC2)C1c1ccc(F)cc1)c1cccs1 (stereo not given)	2	-4
CN(C(=O)c1cccc(NC(=O)Cc2ccc(NC(=O)C3CCN(C(=O)CCc4ccccc4)CC3)cc2)c1)C1CCCCC1	1	7
O=C(N/N=C/c1ccc[nH]1)c1c[nH]c2ccccc12	7	6
N#C/C(=C/c1ccc(N2CCCCC2)o1)C(=O)Nc1ccc2ccccc2c1	5	7
O=c1cc(CCc2ccccc2)oc2cccc(O)c12	-1	12
CCC(=O)N1CCN(c2ccc(NC(=O)c3ccc([N+](=O)[O-])o3)cc2Cl)CC1	-2	3
N#Cc1sc2nc(-c3ccccc3)cc(C(F)(F)F)c2c1N	0	5
CC(=O)c1ccc(N(C(=O)Cn2nnc3ccccc32)C(C(=O)NC2CCCCC2)c2cn(C)nc2C)cc1 (stereo not given)	4	4
COC1=CC(=O)C(OC)=C(OC)C1=O	4	9
CCN(C(C)=O)c1nnc(CSc2nc3ccccc3s2)s1	6	1
COc1ccc2c(c1)OC[C@H]1[C@H]2N2C(=O)c3ccc(F)cc3NC(=O)[C@@]2(C)[C@H]1c1ccccc1	-3	-7
Nc1cc2c3ccccc3ccc2c2ccccc12	4	4
C/C(=N\NC(=O)c1cccs1)c1ccc(C(=O)O)s1	4	-1
CC(=O)c1ccc(NC(=O)C(C)OC(=O)c2ccc(NS(=O)(=O)c3ccc4[nH]c(=O)[nH]c4c3)cc2)cc1 (stereo not given)	-6	-4
O=C(Cc1cccs1)Nc1ccccc1	4	11
COc1ccc(CCNC(=O)COc2cc(C)cc3oc(=O)c(C)c(C)c23)cc1OC	8	5
O=C(COC(=O)CNC(=O)c1ccc(Cl)cc1Cl)NC1CCCCC1	-5	-4
CCn1c(SCc2cccc(C(=O)O)c2)nnc1-c1ccc(Cl)cc1	3	0
COC(=O)[C@@]1(Cc2ccccc2)[C@H]2C(=O)N(Cc3ccccc3)C(=O)[C@H]2[C@H]2CN(C)C(=NCc3ccccc3)N21	0	6
O=C(c1ccc(S(=O)(=O)N2CCCCC2)cc1)c1nnc(-c2ccc(Cl)cc2)o1	2	2
Cc1cc(CCNC=O)c(C)c2c1oc1ccccc12	0	8
Fc1cccc(Cl)c1CN1CCN(c2nc3ccccc3s2)CC1	4	5
